Screening data as filed in PubChem.
CendR NRP1 mod: modulators of CendR peptide binding to human neuropilin-1; inhibition, % at 25 µM; O14786; AID 602438; FAM-RPARPAR peptide binding to NRP-1, fluorescence polarization; 360,000 compounds, 0.85% hits;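 active = inhibition or corrected inhibition above about 18%, plus a signal ratio from 0.5 to 1.5, limit read from the data, passing the limit was not always enough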; note: strong numbers were not always called active
Rin1-Abl PPI inh: inhibitors of human Rin1-Abl protein interaction; P00519+Q13671; TR-FRET Rin1/Abl binding, biochemical; inhibition, % at 7.35 µM; 360,000 compounds, 0.4% hits; AID 588664; in the data active = inhibition above about 5%, passing the limit was not always enough
SKN-1 inh: blocks SKN-1 activity in C. elegans; inhibition, % at 21.8 µM; AID 624304; 360,000 compounds, 0.49% hits; C. elegans VP596 Pgst-4::GFP/RFP ratio, acrylamide-induced, 24 h;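 active = interference check ratio from 0.5 to 1.5 plus GFP to RFP signal ratio inhibition reaching or exceeding a fixed threshold, cut at about 30% in these data, passing the limit was not always enough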; note: some compounds called inactive have numbers as strong as hits
PABP1 MLLE inh: inhibitors of microRNA-mediated deadenylation, human PABP1 MLLE binding; GST-MLLE / FITC-PAM2 fluorescence polarization; inhibition, % at 20 µM; 360,000 compounds, 0.36% hits; in the data active = inhibition above about 35%, passing the limit was not always enough;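 note: plate controls were DMSO wells with GST-MLLE for no effect and wells lacking GST-MLLE protein for full effect; some results filed as inactive read as strong as hits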
Target sequence (P11940 whole entry, looked up): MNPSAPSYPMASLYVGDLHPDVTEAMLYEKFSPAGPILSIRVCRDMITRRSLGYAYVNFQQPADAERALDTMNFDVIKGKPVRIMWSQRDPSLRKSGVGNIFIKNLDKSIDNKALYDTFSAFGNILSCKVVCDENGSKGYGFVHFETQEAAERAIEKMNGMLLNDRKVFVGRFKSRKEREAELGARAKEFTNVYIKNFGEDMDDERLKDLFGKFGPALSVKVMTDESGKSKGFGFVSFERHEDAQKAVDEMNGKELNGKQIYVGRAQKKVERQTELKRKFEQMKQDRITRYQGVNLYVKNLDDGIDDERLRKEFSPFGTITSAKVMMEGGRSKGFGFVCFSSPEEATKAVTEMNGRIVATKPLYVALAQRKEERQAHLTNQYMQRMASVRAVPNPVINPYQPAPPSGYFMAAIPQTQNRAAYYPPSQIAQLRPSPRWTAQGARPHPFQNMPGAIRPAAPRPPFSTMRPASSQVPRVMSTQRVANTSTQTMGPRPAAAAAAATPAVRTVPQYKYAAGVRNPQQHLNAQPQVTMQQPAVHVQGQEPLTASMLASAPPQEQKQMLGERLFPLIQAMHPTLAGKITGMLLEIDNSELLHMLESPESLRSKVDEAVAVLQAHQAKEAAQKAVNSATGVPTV
E coli Lon inh: inhibitors of E. coli Lon protease; P0A9M0; purified E. coli Lon protease, fluorescence polarization; inhibition, % at 7.94 µM; 360,000 compounds, 0.42% hits; in the data active = inhibition above about 13%, passing the limit was not always enough;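 note: 0% = enzyme with probe and DMSO and 100% = no enzyme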
bovine MsrA act: activates bovine MsrA enzyme | activation, % at 10.6 µM | AID 602163 | purified bovine MsrA, absorbance read-out | 360,000 compounds, 0.3% hits; in the data active = activation above about 7.5%;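 note: 0% = vehicle and 100% = reference activator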
FAS-TE inh: blocks the thioesterase domain of human fatty acid synthase. inhibition, % at 15 µM. recombinant FAS-TE, OMFH fluorogenic substrate, fluorescence endpoint. P49327. 360,000 compounds, 0.67% hits;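 active = compounds whose normalised, plate-corrected inhibition of enzyme fluorescence in the single-dose primary screen is 50% or more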;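 note: 0% = DMSO with enzyme and 100% = substrate without enzyme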
MT1-MMP act inh: inhibitors of human MT1-MMP activation; GFP/RFP ratio change, % at 20 µM; 360,000 compounds, 0.061% hits; HT1080 RFP-PRO-GFP cells, GFP/RFP ratio fluorescence, overnight; percent of plate control window, DMSO zero; AID 651647; P50281;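 active = GFP/RFP ratio change of at least 30% with cell ATP level not reduced by more than half and red fluorescence within 50% of control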; note: strong numbers were not always called active
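Test system: HT1080 cells expressing an RFP-PRO-GFP fluorescent reporter construct / Compound dosing: single-point 20 µM compound, 1% DMSO / Schedule: cells overnight before dosing, compound overnight, 37 °C, 5% CO2 / Evaluation: GFP/RFP fluorescence ratio / Control set: DMSO and RFP-L50D-GFP cell wells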
Neddyl block: cullin neddylation inhibition; calls only at 25 µM; AID 651699; TR-FRET cullin neddylation, biochemical; P61081+Q13564; 360,000 compounds, 0.58% hits; in the data active = inhibition above about 36%
* = called active by the depositor; i = inactive; . = no result given; + = active, no number. An unsorted share of the library. About 4% of those tested had a hit in this group.

SMILES	CendR NRP1 mod	Rin1-Abl PPI inh	SKN-1 inh	PABP1 MLLE inh	E coli Lon inh	bovine MsrA act	FAS-TE inh	MT1-MMP act inh	Neddyl block
COc1ccc(Cl)cc1NC(=O)COC(=O)C1CCCCC1	-4	5	-17	-3	7	-5	32	1	i
CN1/C(=C\C(=S)NC(=O)c2ccccc2Cl)C(C)(C)c2ccccc21	-134	-2	53	-75	-16	-8	5	53	i
Cc1cc(C)cc(NC(=S)/C(=C(\[O-])c2ccc(Cl)cc2Cl)[n+]2ccccc2)c1	0	0	-11	-5	-2	-10	-2	3	i
O=C(NCCSCc1ccco1)c1ccc(CN2CCOCC2)cc1	3	0	-10	12	6	-3	-8	0	i
Cc1ccc(Cn2c(/C=C/c3ccco3)nc3ccccc32)cc1	-72	3	6	-69	-83	-7	20	-18	+
CSc1nc(-c2ccccc2)nn1C(=O)c1ccco1	3	-1	-6	-2	-6	-4	14	-10	i
CCOc1ccc(S(=O)(=O)N2CCCC(C(=O)NCC3CCCO3)C2)cc1Cl (stereo not drawn)	-2	2	-9	12	10	-9	-7	5	i
COc1cccc(S(=O)(=O)Nc2ccc3c(c2)OCCO3)c1	5	-2	17	-10	5	-3	-2	2	i
CC(NC(=O)Nc1ccccc1)C(c1cccs1)N1CCN(c2ccccc2)CC1 (stereo not drawn)	10	-1	-2	-4	5	1	8	-4	i
COc1ccc(N2CCN(Cc3cc(OC)c(O)c([N+](=O)[O-])c3)CC2)cc1	5	-5	-8	4	-7	-2	-6	8	i
O=C(COC(=O)[C@H](Cc1ccccc1)N1C(=O)c2ccccc2C1=O)Nc1ccc2c(c1)OCO2	3	1	-15	13	-2	-4	3	2	i
O=c1[nH]cncc1OCc1ccccc1	5	-1	-1	15	-14	5	-6	-4	i
CCCC(NCC(O)COc1ccc(-c2ccccc2)cc1)c1ccccc1 (stereo not drawn)	5	-1	58*	3	-4	-1	2	-5	i
CCOc1cc(C)nc(Oc2ccc(=O)[nH]n2)n1	-8	1	2	1	-1	-5	-6	0	i
O=c1c2ccccc2nc(SCc2nnc(-c3ccccc3Br)o2)n1Cc1ccco1	-7	6	3	36	-2	-2	26	-5	i
Cc1cc(Nc2cccc(C)c2C)n2nc(C)nc2n1	-8	2	-4	-10	-8	-4	-5	9	i
O=C(COC(=O)c1cc([N+](=O)[O-])ccc1N1CCOCC1)c1ccc(F)cc1	2	-3	3	-1	-5	-2	69*	-5	i
CC(C)NC(=O)c1cc2ccccc2o1	10	-4	4	-8	0	-2	-4	3	i
Cc1cc(-c2cc(-c3ccc(Cl)cc3)on2)nc(NCC2CC2)n1	12	6	6	-7	2	-3	8	5	i
CCOC(=O)C(Cc1ccc(O)cc1)NC(=O)CCc1c[nH]c2ccccc12 (stereo not drawn)	4	-2	-1	5	-2	-3	1	-3	i
COc1ccccc1CNC(=O)CN(C)S(=O)(=O)c1ccc(Br)s1	2	3	7	1	3	-1	3	1	i
O=C(NCCC1=CCCCC1)c1ccc([N+](=O)[O-])cc1	-1	-4	3	-8	3	-1	40	3	i
CC(C)(C)[C@H]1COC(=O)[C@@H](Cc2ccc(F)cc2)C/C=C\C[C@@H](CC(=O)N[C@@H](CO)Cc2ccccc2)C(=O)N1	-4	-1	4	-4	1	-1	0	6	i
O=C(Nc1ccccc1CC[N+](=O)[O-])N1CCN(c2ccccc2)CC1	1	2	0	-6	-3	-2	-4	-5	i
O=C(O)c1cc(Sc2ccc(Br)cc2)nc2ccccc12	-4	1	-5	25	-1	-4	0	5	i

Next part; it opens with the 5 that closed the last part.
SMILES	CendR NRP1 mod	Rin1-Abl PPI inh	SKN-1 inh	PABP1 MLLE inh	E coli Lon inh	bovine MsrA act	FAS-TE inh	MT1-MMP act inh	Neddyl block
COc1ccccc1CNC(=O)CN(C)S(=O)(=O)c1ccc(Br)s1	2	3	7	1	3	-1	3	1	i
O=C(NCCC1=CCCCC1)c1ccc([N+](=O)[O-])cc1	-1	-4	3	-8	3	-1	40	3	i
CC(C)(C)[C@H]1COC(=O)[C@@H](Cc2ccc(F)cc2)C/C=C\C[C@@H](CC(=O)N[C@@H](CO)Cc2ccccc2)C(=O)N1	-4	-1	4	-4	1	-1	0	6	i
O=C(Nc1ccccc1CC[N+](=O)[O-])N1CCN(c2ccccc2)CC1	1	2	0	-6	-3	-2	-4	-5	i
O=C(O)c1cc(Sc2ccc(Br)cc2)nc2ccccc12	-4	1	-5	25	-1	-4	0	5	i
COc1ccc(NC2CS(=O)(=O)CC2NCc2ccco2)cc1 (stereo not drawn)	-11	0	23	-4	1	-7	-5	1	i
CCN(CC)C1CCN(C(=O)c2ccc(OC3CCN(C(=O)CCOC)CC3)cc2)C1 (stereo not drawn)	7	3	-7	-2	-4	1	-3	2	i
COc1ccc(C(C)=O)cc1COC(=O)c1ccc2ccccc2n1	3	2	-1	4	-15	-4	-4	1	i
O=C(NC1CCOCC1)C1CCC(=O)N(Cc2ccc(Cl)cc2)C1 (stereo not drawn)	8	-1	-14	-5	-19	-6	-5	1	i
Cc1c(C(=O)c2ccccc2)c2ccccn2c1CCc1ccccn1	-2	0	18	5	2	3	4	4	i
CCCCN1C(=O)Nc2ccccc2S1(=O)=O	5	-4	-2	-3	0	-1	-4	2	i
CNS(=O)(=O)c1cccc(C(=O)OCc2cc(=O)oc3c(C)c(O)ccc23)c1	-3	-2	15	-11	-7	-2	4	-10	i
O=C(NCC1CCCO1)c1onc(CSc2ccc(F)cc2)c1C(=O)O (stereo not drawn)	2	3	7	7	-3	-1	-11	-2	i
Cc1cc(=O)oc2cc(OCC(=O)NC(Cc3c[nH]c4ccc(O)cc34)C(=O)O)c(Cl)cc12 (stereo not drawn)	-10	-3	-7	14	-9	-3	-3	5	i
Cc1cc(=O)oc2cc(OCc3ccc(C(=O)OCC(=O)NC4CCS(=O)(=O)C4)cc3)ccc12 (stereo not drawn)	-22	-1	2	1	-3	-4	0	-1	i
COc1cc(CSc2ncn[nH]2)c(OC)cc1CSc1ncn[nH]1	-9	-2	-31	-18	3	-15	-30	.	i
Cc1c(N/C=C/C(=O)c2ccc(Cl)cc2)c(=O)n(-c2ccccc2)n1C	-6	1	5	13	4	-3	-1	5	i
Cc1ccc2oc(=O)c3cnn(CC(=O)N(CCN(C)C)Cc4ccco4)c3c2c1	5	3	-17	0	2	-2	-3	-3	i
CCn1nnc(NC(=O)COc2cc(C)ccc2C(C)C)n1	-4	0	6	2	-8	0	-1	1	i
Cc1ccc2nc(N3CCN(C(=O)c4ccccc4F)CC3)c(C#N)cc2c1	-4	3	30	13	-6	-1	9	0	i
Clc1ccc(-c2ccc(/C=N/Nc3nncc(-c4ccccc4)n3)o2)cc1	-2	-2	-8	0	3	-1	0	-1	i
CCCN(CC(=O)Nc1ccccc1C)C(=O)/C=C/c1ccc(OCC)c(OC)c1	-8	-1	-8	10	-6	-10	-3	6	i
O=C(Nc1ccccn1)c1ccc(CN(c2ccccc2)S(=O)(=O)c2ccccc2)cc1	7	0	14	20	-2	-4	18	-5	i
CC(=O)NC(CC(=O)OCC(=O)c1c(N)n(C)c(=O)n(C)c1=O)c1ccccc1 (stereo not drawn)	19	2	-6	-12	1	-3	0	3	i
O=C(C1CCCN(c2ncnc3c2nc2n3CCCCC2)C1)N1CCCCC1 (stereo not drawn)	0	8	21	-9	11	-2	-1	0	i
COc1ccc(N=Cc2ccccc2O)cc1	-15	2	-3	6	-10	-4	-6	3	i
O=Cc1ccc(OC(=O)/C=C/c2ccccc2)cc1	-6	2	11	4	0	-4	5	-4	i
CC(C)(C)NC(=O)COC(=O)c1ccc2c(c1)C(=O)N(Cc1ccco1)C2=O	3	-1	-1	-4	-13	0	1	1	i
COc1ccc(N2CCN(C(=O)[C@@H](NC(=O)c3ccccc3Cl)C(C)C)CC2)cc1	0	-1	7	7	1	1	-1	-1	i
COc1ccc(/C=C/C(=O)c2ccc(Cl)cc2)c(OC)c1	-14	-2	14	4	-4	-2	7	-4	i
(listing goes on)
SMILES	CendR NRP1 mod	Rin1-Abl PPI inh	SKN-1 inh	PABP1 MLLE inh	E coli Lon inh	bovine MsrA act	FAS-TE inh	MT1-MMP act inh	Neddyl block
COc1ccccc1C(CCNS(=O)(=O)c1ccc(C)cc1)c1ccco1 (stereo not drawn)	0	0	2	-11	3	-6	35	-2	i
Cc1ccnc(SCc2cc(=O)c(OC(=O)c3ccc(Cl)c([N+](=O)[O-])c3)co2)n1	9	-3	1	30	2	-3	25	4	i
CCN(CC)S(=O)(=O)c1ccc(N2CCOCC2)c(NC(=O)Cc2ccccc2)c1	11	-1	5	8	8	-7	-13	11	i
NNC(=O)c1nnn(-c2nonc2N)c1CN1CCc2ccccc2C1	6	2	4	-2	-4	-10	-1	-2	i
CC(=O)Nc1ccc(Nc2cc(-c3ccccc3)nc3ncnn23)cc1	10	2	-1	-7	-3	-1	-5	-6	i
CCN(CC(=O)Nc1ccccc1C(F)(F)F)C(=O)c1ccc(=O)n(Cc2ccccc2)n1	16	0	-13	-11	3	-2	0	0	i
Cc1cc(C)cc(C(=O)OCC(=O)NCc2ccco2)c1	-9	-1	-5	-14	0	-1	0	1	i
C=CCNCCCOc1ccc(Cl)cc1C(C)(C)C	18	-1	-3	2	-9	2	-4	-2	i
COc1ccc(CNC(=O)CNC(=O)c2cccs2)c(OC)c1	6	1	12	-1	-4	-2	-13	-1	i
CC(C)Cc1ccc(/C=C/C(=O)NC2CC2)cc1	-1	-2	9	-9	-3	-1	1	2	i
Cc1ccccc1NCCNc1ccccc1C	5	1	-2	-4	-3	-6	6	2	i
CCc1ccccc1Nc1nc(N)nc(COC(=O)CCS(=O)(=O)c2ccccc2)n1	3	2	-13	-11	-1	1	-4	0	i
O=C(NCCn1cc(SCc2ccc(F)cc2)c2ccccc21)c1c(F)cccc1F	-9	2	2	-10	-13	0	32	-6	i
CC(C)CNc1ncnc2c1cnn2Cc1ccc(Cl)cc1	0	2	13	15	1	1	4	5	i
O=C(O)C(O)C(O)c1nc2ccccc2[nH]1 (stereo not drawn)	9	7	1	6	-6	-3	-5	-4	i
COc1ncnc2c1NC1=C(S2)C(=NCCC(=O)O)CC(C)(C)C1	0	-5	58	94	65*	1	-28	-7	i
COC(=O)c1ccc(C(=O)OC)c(NC(=S)N2CCCC2)c1	7	2	5	-19	-4	0	-6	8	i
O=[N+]([O-])C1=CC=C2C(=NC3(CCCCC3)N2O)C1=NCCc1ccccc1	7	3	-2	-6	-3	-3	-6	16	i
Cc1nn(CC(=O)NCc2ccc(C(=O)O)cc2)c(C)c1[N+](=O)[O-]	5	0	-2	-7	5	-2	0	-4	i
O=C(O)CSc1nnc(CNc2cccc(C(F)(F)F)c2)n1Cc1ccco1	-27	2	20	-29	-6	5	-4	-3	i
CCC1C(=O)N=C(SCC(=O)Nc2ccc(C(=O)OC)cc2)NC1=O (stereo not drawn)	-1	-6	-2	12	-3	-1	-4	2	i
c1ccc(Nc2nc(Nc3ccccc3)nc(N3CCNCC3)n2)cc1	0	0	10	4	10	-7	-10	4	i
CC(C)C[C@@H](CSc1ccc(Br)cc1)N1CCN(CC(C)C)CCC1=O	21*	-3	13	16	1	0	28	-9	i
Cc1ccc(S(=O)(=O)Cc2c(C)noc2C)cc1	3	0	4	-8	2	-1	-6	-2	i
O=C(O)C1OCC2(CO1)COC(C(=O)O)OC2 (stereo not drawn)	3	0	-4	15	6	0	-10	3	i
